# Bioassay records: PubChem, National Center for Advancing Translational Sciences (NCATS)
# BRCA1 expr up: BRCA1 expression activation; MCF7-BRCA1-FFLuc reporter, luminescence, 48 h; response scale: scaled: vehicle 0%, 10 µM genistein 100%; Potency, µM (series often up to 46.1 µM), for the others: at the highest dose activation, hits mostly activators; 380,000 compounds, 1.1% hits; AID 624202; active = well fitted activation curve with a large enough effect; also: nearly all actives have a fitted effect of over 80% in size; some results filed as inactive show a strong effect at the top dose
#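 Using MCF7 cells harboring a BRCA1 firefly luciferase reporter, plated 2 h before compound pinning, the screen measured luminescence after 48 h incubation. Responses were normalized to DMSO and 10 microM genistein, then fitted for concentration-effect.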
# The depositor's hits bear a star. Potency is read from the fitted curve at half-maximal effect.
SMILES,BRCA1 expr up
CC(=O)Nc1ccccc1Nc1nc(NCCO)nc(N2CCCC2)n1,9%
COc1cc(OC)c2c(-c3ccccc3)cc(C3CCCCC3)nc2c1,-2%
CCOC(=O)C1=C(C)N(CCCC(=O)O)C(=O)NC1c1ccccc1Cl (stereo unspecified),29%
O=C(NCCO)c1cccc(-c2cnc3c(Nc4cccc(OC(F)(F)C(F)F)c4)nccn23)c1,27%
COc1cc(OC)c(/C=C/c2ccc3ccccc3[n+]2C)c(OC)c1,-70%
CCCC(=O)N1CCC1(C)C(=O)Nc1ccc2c(c1)CCN2C(C)=O (stereo unspecified),2%
CCN(CC)S(=O)(=O)c1ccc(NC(=O)C2CC(=O)N(c3ccc4c(c3)OCCO4)C2)cc1 (stereo unspecified),0%
O=C(NC(Cc1c[nH]c2ccccc12)C(=O)O)c1cccc(S(=O)(=O)N2CCCCC2)c1 (stereo unspecified),-6%
CCN(C(=O)CSc1nnc(NCCOC)s1)c1c(N)n(Cc2ccccc2)c(=O)[nH]c1=O,0%
COCCN1C(=O)CCC1(C)C(=O)NC(C)(C)C (stereo unspecified),6%
CC(C)C[C@@H]1COc2cccc(N3CCSCC3)c2S(=O)(=O)N1,12%
CN(C)c1ccc(C=c2c3ccccc3n3c2c2c([n+]3C)CCCC2)cc1,-95%
O=C(O)c1cccc2c1-c1ccc(Cl)cc1C2=O,-13%
O=C(NCc1cc(Cl)cc(Cl)c1)c1csc([C@@H]2C[C@H](O)[C@@H](CO)O2)n1,17%
CCOC(=O)[C@]12CCCC=C1N(Cc1ccc(Cl)cc1Cl)C(=O)[C@H](CC(=O)NCC13CC4CC(CC(C4)C1)C3)C2,-31%
COc1ccc([C@H]2/C=C\CN(C(=O)c3ccc(C)cc3)[C@@H](C)C(=O)N2Cc2ccc(F)cc2)cc1,-21%
COc1ccc(-c2csc(C(O)(c3ccccc3)C(F)(F)F)n2)cn1 (stereo unspecified),-11%
ONC(=Nc1ccccc1Cl)c1c(F)cccc1F,2%
COc1ccccc1N1CCN(c2ccc3c(c2)S(=O)(=O)c2cccc(C(=O)NCc4ccc(F)cc4)c2C3=O)CC1,11%
CCCCN1C(=O)C(CC(=O)NCCN2CCOCC2)CC(C(=O)N(C(C)C)C(C)C)=C1C (stereo unspecified),10%
Cc1sc2ccccc2c1CNC[C@H]1O[C@@H](n2ccc(N)nc2=O)[C@H](O)[C@@H]1O,12%
CCCCNC(=O)C1c2ccccc2OCC(=O)N1CCc1ccccc1 (stereo unspecified),0%
CCCCCc1c(-c2ccc(Br)cc2)ncn1CCc1ccccc1OC,0%
CCCCNC(=O)C1(C)CCCCN1C(=O)c1ccno1 (stereo unspecified),15%
CC(C)c1ccc(Nc2nc(Nc3ccc(Cl)cc3)nc(N3CCOCC3)n2)cc1,-2%
O=C(Nc1c(F)c(F)c(F)c(F)c1F)c1ccc(Br)o1,-7%
OC[C@H]1O[C@@H](c2nc(-c3ccc(CN4CCOCC4)cc3)no2)[C@H](O)[C@@H](O)[C@H]1O,0%
Nc1nc(-c2ccc([N+](=O)[O-])cc2)cc(=O)[nH]1,1%
Cc1cc(C(=O)COC(=O)Cc2c(F)cccc2Cl)c(C)n1C,5µM*
COc1cccc(C2NC(=O)NC(C)=C2C(=O)OCCSC)c1OC (stereo unspecified),-1%
CC1(C(=O)NS(=O)(=O)c2ccccc2Cl)CCN1C(=O)CCc1cccs1 (stereo unspecified),17%
O=S(=O)(c1ccc(Cl)cc1)N1CCC(n2cnc3cc(C(F)(F)F)ccc32)CC1,-55%
CCCc1cc(=O)oc2c(C)c(OS(C)(=O)=O)ccc12,-21%
CCOC(=O)N1CCc2cc(OC)c(OC)c3c2c1cc1cc(OC)c(OC)cc13,-88%
O=C1c2ccccc2C(c2nnnn2-c2ccc3c(c2)OCCO3)N1Cc1ccccc1 (stereo unspecified),-8%
O=C(NCc1cccs1)[C@@H]1CCCN1S(=O)(=O)c1ccccc1F,-25%
OC(c1ccccc1)c1nc(-c2ccc(F)c(Cl)c2)cs1 (stereo unspecified),49%
COc1ccc(Cc2c(-c3ccc(C)cc3)nc3c(C)cc(Br)cn23)c(C)c1,-2%
Cc1cccc(CN2CCN([C@@H]3CS(=O)(=O)N[C@H]3COCc3ccccc3)CC2)c1,2%
COCc1cccc(-c2csc(C(O)c3ccccc3)n2)c1 (stereo unspecified),49%
COCCN(C(=O)c1ccc(N(C)S(=O)(=O)c2ccc(C)cc2)cc1)c1c(N)n(CC(C)C)c(=O)[nH]c1=O,-22%
O=C(Nc1ccc(F)c(Cl)c1)C1Cc2c(-c3ccco3)ccnc2O1 (stereo unspecified),-29%
CCOC(=O)[C@]12CCCC=C1N(Cc1cccc3ccccc13)C(=O)[C@H](CC(=O)NCC1CCCCC1)C2,29%
CCC/C=C/c1ccc(CN2C(C)C(=O)N(Cc3cn(CC4CCCCC4)nn3)CCS2(=O)=O)cc1 (stereo unspecified),-32%
CC(=O)Oc1ccc(Cn2c(C)c(C(=O)N(C)Cc3ccc(F)cc3)sc2=O)cc1,-26%
CCOC(=O)C1=C(N)n2c(s/c(=C\c3cccnc3)c2=O)=C(C(=O)OC)C1c1cccnc1 (stereo unspecified),-7%
O=S(=O)(c1ccc2c(c1)CCCC2)N1CCN(c2nc(-c3cccs3)nc3ccccc23)CC1,0%
CS(=O)(=O)N1CCC(Oc2cccc(C(=O)NCCCC3CCCC3)c2)CC1,-29%
OCc1ccc(-c2ccc3nccn3c2)cc1,10%
Cc1c(N2CCCCC2)[nH]c2ccccc12,4%
CCOC(=O)/C=c1/s/c(=C/c2ccc3cc(OC)ccc3c2)c(=O)n1CC(=O)NCC1CCCO1 (stereo unspecified),-4%
O=C(NCc1ccccc1)c1cc(C2CCCCN2C(=O)c2cccs2)on1 (stereo unspecified),13%
CCOC(=O)C1(C)CCCN(C(=O)c2ccc3ccccc3c2)C1 (stereo unspecified),9%
CCOC(=O)N1C(=O)NC(=O)C1c1ccc(Cl)cc1 (stereo unspecified),6%
Cc1cccc(C)c1OCC(=O)Nc1oc(-c2ccccc2)c(-c2ccccc2)c1C#N,-64%
CC(=O)NCCNc1nc2cc(-c3ccc4c(ccn4C)c3)sc2c(=O)n1C,0%
CCc1ncc(C(O)c2ccc(Cl)cc2)n1Cc1ccccc1 (stereo unspecified),-26%
CC(C)c1cccc(C(C)C)c1NC(=O)OC1CCCCC1,0%
O=C1OCc2ccc([N+](=O)[O-])cc21,-10%
C[C@@H](c1ccccc1)N1C[C@H](COCc2ccccc2)Oc2cc(N3CCC[C@@H]3CO)ccc2S1(=O)=O,-11%

# Following part:
SMILES,BRCA1 expr up
CN(C)c1ccc(C=Cc2ccnc3c(O)cccc23)cc1,-64%
O=C1CCCCC1Nc1ccc2ccccc2c1 (stereo unspecified),59%
Cc1nc2ccc(C(=O)NC(C)(C)C)cn2c1N(C)C(=O)CCc1ccccc1,2%
CC(C)Oc1cccc(C(=O)Nc2nnc([C@H]3C[C@H](O)[C@@H](CO)O3)s2)c1,-16%
CC1(C(=O)NS(=O)(=O)c2cccc(F)c2)CCN1C(=O)CCc1ccc(Cl)cc1Cl (stereo unspecified),11%
Cn1nc(C(C)(C)C)cc1C(=O)N1CCCC(C)(C(=O)NS(=O)(=O)C2CC2)C1 (stereo unspecified),-3%
Cc1ccc(Cc2c(-c3ccc(C)cc3)nc3c(Cl)cc(C(F)(F)F)cn23)cc1,4%
Cc1ccc(OC(C)C(=O)N2CCc3ccccc32)c([N+](=O)[O-])n1 (stereo unspecified),-21%
COc1ccc(C(=O)Nc2ccc(O)c3ccccc23)cc1OC,-52%
CC(=O)c1c(C)[nH]c(C(=O)Nc2ccc(N3CCCCCC3)cc2)c1C,-40%
O=C1C(=Cc2ccccc2Cl)CCc2ccccc21,100%
CSC[C@H]1CN(Cc2cccnc2)C(=O)[C@@H]1CC(=O)Nc1ccc(Br)cc1,-6%
CC(C)Oc1ccc(F)cc1-c1cc(C(=O)NCc2ccc(C(F)(F)F)cc2)[nH]n1,-57%
CN(C(=O)c1ccc(NC(=O)Cc2cccc(NC(=O)C3CCCN(C(=O)c4ccccc4)C3)c2)cc1)C1CC1 (stereo unspecified),13%
Cc1ccccc1NC(=O)COc1ccccc1C(=O)Nc1ccccc1,-33%
CNc1c(Br)cc(/C=C2\C=Cc3ccccc32)cc1Br,0%
CC1(C)SC2c3ccccc3C(=O)N2C1C(=O)O (stereo unspecified),-4%
CN(CCCn1cnc2c(OCc3ccccc3)ncnc21)Cc1ccco1,65%
OCC1OC(c2ccc(O)cc2O)C(O)C1O (stereo unspecified),24%
c1ccc(CC(Cc2ccccc2)c2ccccn2)cc1,1%
C[C@@H]1CN([C@@H](C)CO)C(=O)c2cc(Br)cnc2O[C@H]1CN(C)C(=O)Nc1ccc(F)cc1,2%
CC(C)c1cc(C(F)(F)F)nc(NNc2nc(C(C)C)cc(C(F)(F)F)n2)n1,-10%
C[C@@H](O)CNC(=O)c1[nH]cnc1C(=O)Nc1cccc(Cl)c1,-10%
CCSCCCn1[nH]c2ccccc2c1=O,52%
CCOCCn1c(=O)c2c(nc3n2CCN3c2ccc(C)cc2)n(C)c1=O,-15%
FC(F)C(F)(F)Oc1cccc(Nc2nccn3c(-c4cccc5cccnc45)cnc23)c1,-30%
CN1CCN(c2cccc3c2S(=O)(=O)N[C@H](Cc2ccccc2)CO3)CC1,14%
c1ccc(CN2CCN(c3nc(N4CCOCC4)c4ccccc4n3)CC2)cc1,-45%
OC1Cc2ccccc2C1Nc1cccc(C(F)(F)F)c1 (stereo unspecified),-39%
CCc1nc2ccc(C(=O)NCc3ccccc3OC)cn2c1N(CC)Cc1cccc(Br)c1,-63%
Cc1ccccc1CC(=O)Nc1ccc2c(c1)c(=O)n(C)n2-c1cccs1,3%
CCOC1=C2CN(S(=O)(=O)c3ccc(C)cc3)[C@H](c3ccccc3)C[C@@H]2N(S(=O)(=O)c2ccc(C)cc2)[C@H](c2cccc(C)c2)C1,0%
CS(=O)(=O)N1CCN(c2ccccc2NC(=S)NC(=O)c2ccco2)CC1,-19%
CCOC(=O)C(=COC(=O)c1ccccc1)NC(=O)Cc1ccccc1,-25%
Cc1nc(C(F)(F)F)ccc1C(=O)N1CCC1(C)C(=O)NS(=O)(=O)c1ccc(Cl)cc1 (stereo unspecified),0%
Nc1nnc(SCC(=O)N2CCN(c3cccc(Cl)c3)CC2)n1-c1ccccc1,2%
OC(c1ccc(F)c(F)c1)c1nc(-c2ccccc2)cs1 (stereo unspecified),-3%
O=c1[nH]c(-c2ccccc2)nc(-c2ccccc2)c1Cl,-19%
NC(Cc1ccc(C(F)(F)F)cc1)c1csc(Nc2ccc(C(=O)NCc3ccco3)cn2)n1 (stereo unspecified),-57%
O=C(CN1CCN(S(=O)(=O)c2ccc(Cl)c(C(F)(F)F)c2)CC1)NC(=O)NC1CCCCC1,-42%
OCCN1CCN(c2ncnc3c2ncn3[C@H]2CN(Cc3ccc(Cl)cc3)C[C@@H](CO)O2)CC1,1%
O=C(Cn1ncc2ccccc2c1=O)Nc1cccc(C(F)(F)F)c1,-10%
OC(CNC1CCCCC1)CON=C1CCSc2c(Cl)cccc21 (stereo unspecified),-76%
O=C(NCc1ccncc1)[C@@H]1CCCN1C(=O)[C@H]1CCCN1C(=O)c1cccs1,-5%
CCCc1cnc(Nc2nc(C(N)Cc3ccc(OC)cc3)cs2)nc1 (stereo unspecified),-39%
Cn1c(=O)c2cc(NC(=O)CCc3ccccc3)ccc2n1-c1ccccc1F,-35%
CC(=O)Nc1cccc(Oc2nc(NCCN(C)C)nc3ccsc23)c1,-2%
CN(C(=O)c1cccc(NC(=O)Cc2cccc(NC(=O)C3CCCN(C(=O)C4CCC4)C3)c2)c1)C1CCC1 (stereo unspecified),2%
O=C1/C(=C/c2cccnc2)SC(=S)N1Cc1ccco1,-60%
Cc1ccc(NC(=O)N2CCOCC2)cc1NC(=O)N1CCOCC1,-6%
O=c1cc(CN2CCN(c3ccc(Cl)c(Cl)c3)CC2)c2ccccc2o1,2%
Cc1ccc(NCN2C(=O)c3ccccc3C2=O)cc1Cl,23%

# This is a subset; count on the stated rates, not on these rows.
